PPC-1+TRAIL kill: compounds killing PPC-1 cancer cells with TRAIL present (potentiator screen, no TRAIL-free arm) | cell killing (% activity), % at 4 µM | 220,000 compounds, 0.41% hits | AID 1443 | PPC-1 cells + TRAIL, ATPLite viability luminescence;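 active = cell killing above 50% in the first pass at 4 µM, then a duplicate retest at 5 µM averaging 50% or more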;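 note: plate controls were cells with TRAIL plus DMSO for no effect and medium-only wells lacking cells for full effect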
CHOP inhibitor: inhibitors of CHOP induction in ER stress response | CHO-K1 CHOP-promoter luciferase, tunicamycin-induced, 15-18 h | inhibition, % at 10 µM | 220,000 compounds, 3.8% hits | AID 2732;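 active = compounds that reduced the stress-induced luciferase reporter signal by more than about 70% of percent inhibition, limit read from the data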;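 note: 0% = tunicamycin plus vehicle and 100% = wells without tunicamycin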
EP2 antag: EP2 receptor (human) inhibition. 260,000 compounds, 0.52% hits. C6 glioma cells expressing human EP2, cAMP TR-FRET; cells stimulated with saturating PGE2. inhibition, % at 25 µM;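 active = percent inhibition above 40 after rounding to a whole number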;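 note: rat C6 glioma host cells with rolipram phosphodiesterase inhibitor present; the protocol text gives 20 µM as final concentration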
Target sequence (P43116 whole entry, looked up): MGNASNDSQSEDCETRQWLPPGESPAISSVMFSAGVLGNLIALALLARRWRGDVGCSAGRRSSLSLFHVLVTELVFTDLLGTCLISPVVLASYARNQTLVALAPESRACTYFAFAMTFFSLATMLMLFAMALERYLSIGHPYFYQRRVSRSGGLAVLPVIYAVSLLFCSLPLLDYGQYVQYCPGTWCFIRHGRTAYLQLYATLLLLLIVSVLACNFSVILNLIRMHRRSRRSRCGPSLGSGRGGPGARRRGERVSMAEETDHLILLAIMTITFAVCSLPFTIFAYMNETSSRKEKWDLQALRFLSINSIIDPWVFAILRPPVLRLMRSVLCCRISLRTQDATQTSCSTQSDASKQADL
NPY-Y1 antag: antagonists of human neuropeptide Y receptor Y1; P25929; HEK293-CNG Y1 cells, membrane potential fluorescence; NPY at EC95, then isoproterenol; inhibition, % at 3.6 µM; 200,000 compounds, 1% hits;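 active = inhibition above the campaign mean inhibition of all tested compounds plus 3 SD, cut at about 20% in these data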;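 note: 0% = DMSO wells given NPY plus isoproterenol and 100% = isoproterenol alone without NPY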
Target sequence (P25929 whole entry, looked up): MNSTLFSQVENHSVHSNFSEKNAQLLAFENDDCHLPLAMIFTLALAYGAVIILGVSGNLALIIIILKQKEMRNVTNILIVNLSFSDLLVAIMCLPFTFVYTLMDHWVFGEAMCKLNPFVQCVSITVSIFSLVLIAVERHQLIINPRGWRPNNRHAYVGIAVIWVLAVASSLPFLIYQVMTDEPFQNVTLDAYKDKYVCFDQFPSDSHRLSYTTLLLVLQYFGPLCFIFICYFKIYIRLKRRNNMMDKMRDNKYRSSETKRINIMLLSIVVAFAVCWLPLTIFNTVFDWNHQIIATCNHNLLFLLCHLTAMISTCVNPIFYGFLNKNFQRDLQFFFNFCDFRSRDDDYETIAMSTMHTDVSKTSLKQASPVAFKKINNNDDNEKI
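Material: HEK293 cells with Y1 receptor plus CNG channel; times: compound incubation 1 h at room temperature, readout 45 min post-stimulation; signal: fluorescence, membrane potential probe; read-out basis: fluorescence ratio normalized to % inhibition between controls; benchmarks: full-block control isoproterenol-only wells, zero-block control NPY plus isoproterenol wells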
TRPML3 ag: activates the human TRPML3 channel | Q8TDD5 | HEK293 TRPML3-YFP, Fluo-8 calcium fluorescence; 100% = the carbachol control signal | activation, % at 3 µM | 220,000 compounds, 0.29% hits | AID 1448;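 active = activation above its plate's cutoff, the mean activation of the plate's test wells plus 3 SD, cut at about 12% in these data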;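 note: 0% = DMSO only wells and 100% = carbachol wells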
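Test system: HEK293 cells stably carrying human TRPML3-YFP; Doses: single dose, 3 µM final nominal compound, 0.3% DMSO final; Schedule: dye loading 1 h 37 °C then 30 min ambient, 125 s read; Technique: Fluo-8 calcium fluorescence; Benchmarks: high control carbachol 87 µM, low control DMSO.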
EP2 modulator: EP2 receptor (human) modulation; P43116; EP2-expressing cells, cAMP HTRF FRET, PGE2 co-stimulation; induction, % at 25 µM; 260,000 compounds, 0.83% hits;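 active = compounds whose cAMP rise, as percent of the full-agonist control response, exceeds 60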;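 note: rat C6 glioma line stably carrying human EP2 under a CMV promoter; the protocol text gives 20 µM as final concentration; 100% = response of wells given 1 µM PGE2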
14-3-3 Bad PPI: disrupts binding of bovine 14-3-3 zeta to phospho-Bad peptide; P63103; TR-FRET 14-3-3zeta/Dy647-pBad peptide displacement, 1 h; inhibition, % at 21.7 µM; 220,000 compounds, 0.71% hits; AID 781;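 active = inhibition above about 70%, limit read from the data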;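 note: 0% = full 14-3-3 plus peptide FRET controls and 100% = background without 14-3-3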
Target sequence (P63103 whole entry, looked up): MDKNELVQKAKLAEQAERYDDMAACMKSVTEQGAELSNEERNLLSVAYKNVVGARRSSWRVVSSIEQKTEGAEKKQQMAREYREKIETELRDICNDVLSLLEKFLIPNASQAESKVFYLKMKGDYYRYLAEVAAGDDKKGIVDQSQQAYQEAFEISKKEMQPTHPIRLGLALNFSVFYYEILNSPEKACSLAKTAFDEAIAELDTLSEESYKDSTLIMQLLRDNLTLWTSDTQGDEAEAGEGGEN
NPY1 pot ag: potentiators or agonists of human neuropeptide Y receptor Y1 | P25929 | NPY-Y1 expressing cells, potentiator/agonist activation | activation, % at 3.6 µM | 220,000 compounds, 0.37% hits | AID 1304; in the data active = activation above about 33%, passing the limit was not always enough;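 note: cells stimulated with NPY at EC10 then isoproterenol at EC100; 0% = low agonist plus stimulus and 100% = saturating agonist plus stimulus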
zfTRPN1 agonist: zebrafish TRPN1 (NompC) channel agonism | HEK293 zebrafish TRPN1-YFP, Fluo-8 calcium fluorescence; 100% = response to 87 µM carbachol | activation, % at 3 µM | 220,000 compounds, 0.18% hits | AID 1424;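 active = activation above its plate's cutoff, the mean activation of test wells on that plate plus 3 SD, cut at about 19% in these data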;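 note: 0% = DMSO alone and 100% = 87 µM carbachol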
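System: zebrafish TRPN1-YFP in HEK293 cells / Dosing: 3 µM single point / Timing: dye loading 1 h at 37 °C, then 30 min room temperature / Signal: Fluo-8 calcium fluorescence, excitation 470-495 nm, emission 515-575 nm / Read-out basis: percent activation from peak over basal fluorescence ratio, control-normalized / Control set: high carbachol 87 µM, low DMSO alone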
The depositor's hits bear a star; . = not tested or not shown; & = joins results of further samples; [ ] = dose if it differs, or a comment. This is a subset (hit frequency here may not be typical).

SMILES	PPC-1+TRAIL kill	CHOP inhibitor	EP2 antag	NPY-Y1 antag	TRPML3 ag	EP2 modulator	14-3-3 Bad PPI	NPY1 pot ag	zfTRPN1 agonist
CC1CCCN(CCOCCOc2ccc(Cl)cc2Br)C1 (configuration not stated)	-6	-18	6	10	0.9	-20	71*	-12	2.4
Cc1cc(C)n2c(SC/C(O)=C(\C#N)c3nc4ccccc4[nH]3)nnc2n1	12	14	5	8	-0.2	-15	-5[fluorescence artefact?]	-3	-0.4
O=C(NCc1ccccn1)c1cc2n(n1)C(C(F)(F)F)CC(c1ccco1)N2 (configuration not stated)	9	1	12	-2	-0.3	4	17	2	0.6
COCCCn1c(=NC(=O)c2ccccc2)c(C#N)cc2c(=O)n3cccc(C)c3nc21	5	2	14	.	25*	20	7	-5	37*
CC(=O)NS(=O)(=O)c1ccc(NC(=S)NC(=O)CC(C)C)cc1	27	-12	2	-2	0.8	-8	-2	1	-0.5
O=C(NCc1cccnc1)C1CC(=O)N(c2ccc(F)cc2)C1 (configuration not stated)	6	-7	5	8	0.4	-14	23	14	-0.5
COc1cc(C(=S)N2CCCC2)cc(Cl)c1OCC(=O)Nc1ccc(C)cc1C	1	25	11	1	-0.4	8	-2	-17	-0.7
Nc1nc(NS(=O)(=O)c2ccc(Cl)cc2)nn1-c1ccccc1	2	8	7	.	0.2	-18	0	-7	0.5
CCC(=O)N1CCc2cc(S(=O)(=O)CCC(=O)NCCC3=CCCCC3)ccc21	17	34	.	-5	0.7	-25	3	-11	1.4
COC(=O)c1ccccc1OC(=O)c1cccnc1	-16	5	12	-5	0.1	-5	.	-18	-0.6
O=C(O)c1ccc(CNCc2ccc(Cl)cc2)cc1	0	-12	12	2	1.1	1	7[fluorescence artefact?]	-5	0.5
Cc1ccc(C(=O)Nc2cc3ccccc3oc2=O)cc1	72*[5 µM]	104*	6	1	0.4	-10	-4	9	2.7
COc1ccc(C(=O)NCc2cccnc2)cc1OC	-10	-5	4	-3	0.6	15	-5	8	-1.1
Cc1cc(SCC(=O)c2ccccc2)n2nc(C)nc2n1	18	13	7	1	0.5	6	3	-3	0.1
O=C(Nc1ccc(OCC(=O)N2CCOCC2)cc1)Nc1cccc2ccccc12	12	5	10	0	-0.2	-4	-5	9	1.1
C/C(=N\NC(=O)c1ccc([N+](=O)[O-])cc1Cl)c1ccccc1	7	83*	10	2	0.6	-44	-3	7	0.1
C[N+]1(CC(O)COc2ccccc2)CCN(C(=O)c2ccc([N+](=O)[O-])cc2)CC1 (configuration not stated)	8	-16	7	0	1.0	12	0	-49	0.8
CCOC(=O)N1CCC(NC(=O)C2CCN(S(=O)(=O)c3cnc[nH]3)CC2)CC1	-1	-4	10	-4	0.8	6	0	12	-1.1
CC(C)(C)OC(=O)NCCc1nnc(SCC(=O)c2ccc(Cl)cc2)o1	27	37	16	-10	1.1	3	2	0	8.9
N#Cc1c(N)sc(=S)c2c1CCCC2	7	6	64*	0	1.4	14	54	-12	1.9
Cc1ccccc1NC(=O)N1CCCC(c2nc(-c3ccc(C(C)C)cc3)no2)C1 (configuration not stated)	9	37	7	2	1.0	15	-3	-3	3.1
CN1CCN(c2ccc([N+](=O)[O-])cc2S(=O)(=O)N2CCOCC2)CC1	12	-9	34	1	0.3	-6	-4[fluorescence artefact?]	15	0.8
CCOC(=O)C1(Cc2ccc(Cl)cc2)CCN(C(=O)c2cc(C)nc(C)n2)CC1	-22	10	2	-1	1.0	16	-10	-16	-0.7
COc1ccc(CCNC(=O)c2cc(-c3cc(C)cc(C)c3O)n[nH]2)cc1OC	-6	12	6	.	-1.7	-55	-2	13	-1.6
CCN(CC)CCCNC(=S)N(Cc1cccnc1)Cc1cc2cc(C)ccc2[nH]c1=O	6	-16	7	.	0.5	-5	5	6	0.2
Continued.
SMILES	PPC-1+TRAIL kill	CHOP inhibitor	EP2 antag	NPY-Y1 antag	TRPML3 ag	EP2 modulator	14-3-3 Bad PPI	NPY1 pot ag	zfTRPN1 agonist
NS(=O)(=O)c1cccc(NC(=O)COC(=O)/C=C/c2ccco2)c1	-3	4	8	4	0.8	9	-1	2	0.9
O=C(CSc1ccc(-c2ccc(F)cc2)nn1)NCC1CCCO1 (configuration not stated)	9	29	6	-2	0.4	20	-2	11	0.3
CCc1ccccc1NC(=O)c1ccc([N+](=O)[O-])s1	-6	-5	4	0	-0.7	-34	8	10	-3.0
CCc1ccc(C2C(C#N)=C(N)N(N(C)C)C3=C2C(=O)CCC3)s1 (configuration not stated)	-5	18	6	4	0.2	25	-23	14	-1.5
CC(C)CCN1CCN(Cc2cccc3cccnc23)CC1CCO (configuration not stated)	12	19	1	7	0.7	-14	8	10	-0.4
CCNC(=O)CP(=O)(c1ccccc1)c1ccccc1	22	-13	7	3	0.1	20	56	10	-0.6
O=C(Nc1cccc(Cl)c1)Nc1nnc(CC2=CCCCC2)s1	17	93*	10	0	-0.3	-10	2	7	1.1
COc1ccccc1-n1cnnc1SCC(=O)Nc1cccc(S(=O)(=O)N2CCCCC2)c1	-11	32	5	-7	0.4	9	0	23	0.7
O=C(CSc1ccc2nnc(-c3ccccn3)n2n1)Nc1ccc2c(c1)OCO2	13	-30	11	0	0.3	20	0	4	0.3
Cc1cccc(-c2noc(Cc3ccccc3)n2)c1	0	65	5	1	-0.1	5	-8	-14	-0.1
Cc1ccc(Nc2c(-c3ccccn3)nc3cccc(C)n23)cc1	43	94*	6	4	0.2	49	-14	19	-3.7
COc1cc(C(=O)NCC(=O)N/N=C(/C)c2cccs2)cc(OC)c1OC	17	19	3	-2	0.0	-3	21[fluorescence artefact?]	-11	-1.1
COc1cc(/C=C2\SC(=S)N(NS(=O)(=O)c3ccc(C)cc3)C2=O)cc(OC)c1OC	13	18	10	.	0.0	-49	-1	-23	0.0
O=C(Nc1ccccc1)c1nccn1Cc1ccc(F)cc1	10	5	12	0	0.2	3	2	-33	-1.2
Cc1ccccc1OCC(=O)OCC(=O)NCc1cccs1	22	13	8	6	-0.6	22	-6	-23	-1.0
CCCCCn1c(C(C)NC(=O)CCC)nc2ccccc21 (configuration not stated)	46	6	9	7	-0.4	2	9	-12	-0.9
CN1/C(=C/C(=S)NC(=O)C2CCC2)C(C)(C)c2ccccc21	20	25	4	0	-0.3	-23	-5	-21	1.6
COc1cc2nc(CN3C(=O)c4ccccc4C3=O)oc(=O)c2cc1OC	20	-10	4	12	0.4	-8	-18	-12	0.1
COc1ccc(NS(=O)(=O)c2ccc(NC(C)=O)cc2)cc1OC	3	.	6	-7	0.9	26	9	9	1.1
O=C(OCc1cccc([N+](=O)[O-])c1)c1cc(=O)[nH]c2ccccc12	1	0	6	-2	0.9	-16	-6	8	2.2
Cc1c(C(=O)NCCC2=CCCCC2)oc2ccc(S(=O)(=O)N3CCC4(CC3)OCCO4)cc12	8	51	15	6	-0.1	-34	0	26	0.2
CC1CCCCN1CCn1cnc2c([nH]c3ccccc32)c1=O (configuration not stated)	0	-26	19	1	0.7	-6	3	-3	-0.6
COc1ccc(OCCC(=O)OCC(=O)NC2CCCCCCC2)cc1	-15	20	8	8	0.7	32	-3	-7	-1.1
CCCCCCCCc1nnc(N)s1	7	6	5	.	0.0	27	-5	-5	-0.5
N#Cc1c2n(c(=S)n(-c3ccc(F)cc3)c1=O)CCCCC2	10	41	4	-3	0.1	-13	1	6	-0.5
(further entries)
SMILES	PPC-1+TRAIL kill	CHOP inhibitor	EP2 antag	NPY-Y1 antag	TRPML3 ag	EP2 modulator	14-3-3 Bad PPI	NPY1 pot ag	zfTRPN1 agonist
CCCCNC(=O)CNC(=S)N(Cc1ccccc1)Cc1cccs1	-3	16	2	-4	-1.0	15	-6	-1	-1.1
Nc1ccccc1Oc1c(F)c(F)c(Oc2ccccc2N)c(F)c1F	0	9	0	-10	-0.9	24	-1	5	-1.9
Cn1c(=O)cc(OCCCC(=O)Nc2ccccn2)c2ccccc21	26	28	10	-2	0.0	-10	2	20	1.5
CCc1ccc(OCCNC(=O)OCc2ccccc2)cc1	21	53	8	6	-1.1	11	11	-32	-1.6
CSCCC(NS(=O)(=O)c1ccc2c(c1)oc(=O)n2C)C(=O)NC1CCCCC1 (configuration not stated)	35	29	11	0	-0.1	15	7	-33	-0.9
COCCn1c(SCC(=O)Nc2cccc(C)c2)nnc1C(C)C	14	48	14	-1	0.0	2	0	-4	-0.1
COc1ccc(C(=O)CSc2nnc(CNc3ccc(F)cc3)o2)cc1	-6	53	4	9	0.8	-90	-16	-5	0.2
COc1ccccc1OCC(=O)OCC(=O)NCCN1C(=O)CSC1=O	-9	-10	2	0	0.4	21	9	-11	1.4
O=C(O)COc1ccccc1/C=C1\SC(=S)N(c2cccnc2)C1=O	22	-7	4	.	0.2	-8	2	8	-0.3
OCCC1CN(Cc2cccs2)CCN1Cc1ccccc1 (configuration not stated)	-8	12	3	-1	0.5	-14	-6	6	1.6
CCC(=O)N(Cc1ccco1)c1nc(-c2ccccc2)cs1	-31	28	15	10	-0.4	43	4	-11	1.5
O=C(NC1CCCC1)C(c1ccsc1)N(C(=O)Cc1cccs1)c1ccccc1 (configuration not stated)	11	0	9&20	4	-0.1	0&32	-10[fluorescence artefact?]	1	0.8
CCCCNC(=O)C(NS(=O)(=O)c1cccc2nsnc12)c1ccccc1 (configuration not stated)	31	16	5	3	-0.4	19	6	-11	-1.4
COc1ccc(-c2cc(-c3ccccc3)c(C#N)c(S(C)(=O)=O)n2)cc1	47	-74	9	1	0.9	-6	2	6	-0.3
CCn1c(Sc2ccc(N)cc2Cl)nc2ccccc21	6	23	17	4	-1.3	32	4	-8	-1.3
Cc1cc(C(=O)N/N=C/c2ccc(O)c([N+](=O)[O-])c2)c(C)n1-c1ccc(F)cc1	-1	26	6	-4	-0.2	-9	-15[fluorescence artefact?]	-7	-2.2
COc1cc(C)c(CNC2CCCCC2)cc1C	-19	34	3	-2	0.5	-4	11	5	-1.5
O=C(O)CSc1nc2ccccc2n1C1CCCCC1	50	-42	8	0	0.0	14	84*	-4	0.8

As a short view, four of the compounds above.
SMILES	PPC-1+TRAIL kill	CHOP inhibitor	EP2 antag	NPY-Y1 antag	TRPML3 ag	EP2 modulator	14-3-3 Bad PPI	NPY1 pot ag	zfTRPN1 agonist
CCNC(=O)CP(=O)(c1ccccc1)c1ccccc1	22	-13	7	3	0.1	20	56	10	-0.6
O=C(Nc1cccc(Cl)c1)Nc1nnc(CC2=CCCCC2)s1	17	93*	10	0	-0.3	-10	2	7	1.1
COc1ccccc1-n1cnnc1SCC(=O)Nc1cccc(S(=O)(=O)N2CCCCC2)c1	-11	32	5	-7	0.4	9	0	23	0.7
O=C(CSc1ccc2nnc(-c3ccccn3)n2n1)Nc1ccc2c(c1)OCO2	13	-30	11	0	0.3	20	0	4	0.3
